From PubChem BioAssay
AID inh – activation induced cytidine deaminase inhibition; Q9GZX7; AID deamination FRET fluorescence, UDG-coupled, 4 h; Potency, µM (top dose mostly 115 µM), inactives show at the highest dose activity change, negative = inhibition, actives largely listed as inhibitors; hit rate 0.32% among 91,000; AID 1347428; also: nearly all actives have a fitted effect of over 25% in size
Target sequence (Q9GZX7 whole entry, looked up): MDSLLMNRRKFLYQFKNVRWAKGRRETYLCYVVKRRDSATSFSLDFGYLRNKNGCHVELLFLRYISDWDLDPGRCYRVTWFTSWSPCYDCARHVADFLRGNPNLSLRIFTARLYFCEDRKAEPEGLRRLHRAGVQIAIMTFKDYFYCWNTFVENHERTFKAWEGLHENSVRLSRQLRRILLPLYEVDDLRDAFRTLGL
UDG counter – UDG inhibition counter-screen; hit rate 0.14% among 91,000; Potency, µM (highest dose often 115 µM), for inactives: at the top dose activity change, negative = inhibition, usual class: inhibitors; FRET deamination/UDG coupled assay, UDG read, 4 h; AID 1347430; also: nearly all actives have a fitted effect of over 65% in size
Numbers without * were called inactive; ? = inconclusive; [ ] = another dose, or the depositor's remark. Calls follow the shape of the dose curve; as a rule, active = well fitted curve in the direction sought with a large enough effect; inconclusive = small, poorly fitted or top-dose-only effect, or another doubt; inactive = no such curve, though single readings can be large; an effect the other way counts as inactive or inconclusive. % is scaled to controls: 0 for no effect and ±100 for the full control effect; potency is read from the fitted curve at half-maximal effect.

SMILES	AID inh	UDG counter
Cc1cccc(C(=O)Nc2ccc(C(=O)OCc3cc(=O)n4ccsc4n3)cc2)c1	?	0%
COc1cccc(CNCCSc2nnnn2C)c1OCc1ccccc1F	2%	-2%
Cc1nc(-c2ccc(S(=O)(=O)N3CCN(c4cccc(Cl)c4)CC3)cc2)co1	1%	0%
CCOc1ccc(CNC(=O)CC(C)n2nc(C)cc2C)cc1OC (configuration not stated)	9%	0%
COc1ccccc1-c1noc(-c2ccc(NCC3CCCO3)c([N+](=O)[O-])c2)n1 (configuration not stated)	4%	6%
COc1cc2[nH]c(=O)n(Cc3ccc(C(=O)N4CCN(c5cc(Cl)ccc5C)CC4)cc3)c(=O)c2cc1OC	-13%	-17%
CCCCN(CCCC)S(=O)(=O)c1ccc(C(=O)Nc2sc3c(c2C(N)=O)CCN(CC)C3)cc1	64%[activator]	-11%
O=C(O)CC(NC(=O)Cc1cccc(F)c1)c1ccccc1 (configuration not stated)	0%	2%
COc1cccc(CSc2nc3n(n2)C(c2ccc(C(=O)O)cc2)C(C(=O)Nc2ccccc2)=C(C)N3)c1 (configuration not stated)	?	-14%[57.5 µM]
Cc1ccc2c(c1)N(C(=O)N1CCC(C(=O)NCc3cccc(Br)c3)CC1)CCO2	?	-8%
Cc1nn(Cc2ccc(F)cc2)c(C)c1NC(=O)c1noc2c1CCc1ccccc1-2	23%	27%
O=C(Nc1ccc2oc(-c3cccnc3)nc2c1)c1ccccc1Cl	6%	-5%
N#C/C(=C\c1ccc(OCc2ccc(Cl)cc2Cl)cc1)c1nc2ccccc2[nH]1	22%	-6%[57.5 µM]
COc1ccc(C2(CNC(=O)c3ccc(Cl)c(Cl)c3)CCOCC2)cc1	4%	5%
CCOC(=O)c1c(N)n(-c2ccc(C)c(C)c2)c2nc3ccccc3nc12	-2%	-3%
COC(=O)c1ccc(C(=O)O)cc1	-7%	-8%
CCOC(=O)c1cc(S(=O)(=O)N2CCN(c3ccccc3OC)CC2)[nH]n1	3%	14%
O=C1/C(=C/c2ccccc2F)Cc2ccccc21	-4%	6%
O=C(Cc1c[nH]c2ccccc12)NCc1cn2ccccc2n1	13%	7%
CCN(c1ccc(Cl)cc1)S(=O)(=O)c1nnc(NC(=O)c2ccco2)s1	71%[activator]	9%[57.5 µM]
CCN(c1ccc(Cl)cc1)S(=O)(=O)c1nnc(NC(=O)C2CCCCC2)s1	6%	3%[57.5 µM]
CCOc1ccc(-n2ccn3c(SC(CC)C(=O)Nc4ccc(OC)cc4)nnc3c2=O)cc1 (configuration not stated)	5%	8%
COc1ccccc1NC(=O)C(Cc1ccccc1)NS(=O)(=O)c1cccc2nsnc12 (configuration not stated)	-6%	-5%
CCOc1ccccc1NC(=O)Cn1nnc2sc3c(c2c1=O)CCC(C(C)(C)C)C3 (configuration not stated)	1%	-4%
O=C(O)C(=O)/C=C/c1cccs1	0%	0%
CC1CCn2c(nc3cc(C(=O)NCc4ccccc4)ccc32)C1 (configuration not stated)	-7%	-7%
CCOc1ccc(NC(=O)CN2C(=O)CCSc3ccc(S(=O)(=O)N4CCCC4)cc32)cc1	11%	6%
COc1cccc(/C=C/C(=O)c2ccccc2C)c1OC	-14%	-4%
CCn1cc(C(=O)N2CCN(c3ccc(C)cc3)C(C)C2)c(=O)c2cc(S(=O)(=O)N3CCCC3)ccc21 (configuration not stated)	-26%[57.5 µM]	2%[57.5 µM]
CC(C)n1nc(C(=O)Nc2ccc(S(=O)(=O)C(F)F)cc2)c2ccccc2c1=O	1%	1%

Complete entries from above. Order of values: AID inh | UDG counter
CCN(c1ccc(Cl)cc1)S(=O)(=O)c1nnc(NC(=O)C2CCCCC2)s1 is listed with 6% | 3%[57.5 µM]
CCOc1ccc(-n2ccn3c(SC(CC)C(=O)Nc4ccc(OC)cc4)nnc3c2=O)cc1 (configuration not stated) is listed with 5% | 8%
CCOc1ccc(NC(=O)CN2C(=O)CCSc3ccc(S(=O)(=O)N4CCCC4)cc32)cc1 is listed with 11% | 6%
CC(C)n1nc(C(=O)Nc2ccc(S(=O)(=O)C(F)F)cc2)c2ccccc2c1=O is listed with 1% | 1%
CCn1cc(C(=O)N2CCN(c3ccc(C)cc3)C(C)C2)c(=O)c2cc(S(=O)(=O)N3CCCC3)ccc21 (configuration not stated) is listed with -26%[57.5 µM] | 2%[57.5 µM]

Next section.
SMILES	AID inh	UDG counter
Cc1oc(-c2ccccc2F)nc1CS(=O)(=O)CC(=O)N1CCN(c2ccccc2)CC1	-1%	-1%
c1csc(CNCCCN2CCCCC2)c1	6%	-11%
Cc1ccc(-c2cn3nc(N4CCCC(C(=O)Nc5ccc(F)cc5)C4)sc3n2)cc1 (configuration not stated)	-20%	54%[activator]
Cc1nc2ccc(S(=O)(=O)N(C)CC(=O)Nc3cccc(C(F)(F)F)c3)cc2s1	6%	1%
CCOC(=O)c1cc(-c2ccccc2)n(CCCC(=O)Nc2cccc(C)c2)c1C	?	38%[activator]
Cc1ccc(NC(=O)C2CCCN(c3nnc(C)c4c(C)n(-c5ccccc5)nc34)C2)cc1Cl (configuration not stated)	-24%	-9%
CCOc1ccc(CC(=O)Nc2c(C(=O)c3ccccc3)oc3ccc(Cl)cc23)cc1OCC	15%	-9%
Cn1c(=O)c2sc(N3CCCC3)nc2n(CC(=O)NC(C)(C)C)c1=O	5%	-4%
Cc1ccc(-n2ncc3c(N(CCO)Cc4ccccc4)ncnc32)cc1	?	-10%
CCOC(=O)c1cc2c(=O)n3ccccc3nc2n(CC(C)C)c1=NC(=O)C(C)Oc1ccccc1 (configuration not stated)	13%	-21%
O=[N+]([O-])c1ccccc1/C=N/OCc1c(F)cccc1Cl	-13%	-4%
CCCc1nc2nc(C)c(NS(=O)(=O)c3ccc(F)cc3)c(=O)n2[nH]1	-19%	-13%
Cc1ccc(-n2nc(CO)c(C(=O)NCCCCc3ccccc3)n2)cc1	5%	-3%[57.5 µM]
CN(C)CC(C)(C)CNC(=O)c1cc2cc(Cl)ccc2[nH]1	8%	-3%
Cc1cccc(CNC(=O)c2ccc3nc(-c4ccccc4)c(-c4ccccc4)nc3c2)c1	2%	1%
CC(C)Sc1nc2c(c(=O)[nH]c(=O)n2C)n1Cc1ccccc1	-4%	0%
COC(=O)c1c(-c2ccc(Cl)cc2)noc1N1CCN(c2ccc(C(C)=O)cc2)CC1	3%	10%
COc1ccc(C(=O)Nc2nc3nc(C)c(Cc4ccccc4)c(=O)n3[nH]2)cc1OC	?	-4%
COCCNC(=O)Cn1c(=O)c2cccn2c2ccc(F)cc21	-16%	-1%[57.5 µM]
Cc1ccc(NC(=O)CCS(=O)(=O)c2cccc3nsnc23)c(C)c1	15%	1%
CCOC(=O)c1ccc(NC(=O)Nc2cc3c(cc2N2CCCC2)n(C)c(=O)n3C)cc1	1%	-8%
O=C(O)CC12CC3CC(Br)(C1)CC(CC(=O)O)(C3)C2	2%	-3%
COc1ccc(-c2c(C)c3ccc(O)c(CN4CCC(C)CC4)c3oc2=O)cc1OC	2%	4%
O=C(O)CCSc1ccccc1Cl	-6%	-5%
Cc1cn2c(=O)c(S(=O)(=O)Nc3ccc(F)cc3F)c(C)nc2s1	0%	1%
COc1ccc(-c2nc(C)c(CCNC(=O)C(=O)Nc3cccc(F)c3)s2)cc1OC	-15%	-9%
CC(C)C(NC(N)=O)C(=O)Nc1ccc(Cl)cc1 (configuration not stated)	5%	6%
Cc1cccc(-c2nc(C)c(CCNC(=O)C(=O)Nc3cccc(Cl)c3C)s2)c1	-11%	-4%
Clc1ccc(CNCCN2CCCC2)cc1Cl	0%	3%
COc1cccc(-c2cc(C(=O)NCCC(C)C)c3ccccc3n2)c1	3%	-5%
COc1ccccc1CNC(=O)C(=O)NCC(c1cccnc1)N1CCN(c2ccc(F)cc2)CC1 (configuration not stated)	-2%	-6%
CCOc1ccccc1NC(=O)CSc1ncc(S(=O)(=O)c2ccc(C(C)(C)C)cc2)c(=O)[nH]1	?	-6%
Cc1nc(SCC(=O)c2cc(C)n(C(C)C)c2C)n[nH]1	2%	-7%
O=C(/C=C/c1cccnc1)c1ccc2cccc3c2c1CC3	-30%	-15%
S=C(NCc1ccccc1)N/N=C/c1cccnc1	1%	5%
Cc1oc(-c2ccc(Cl)cc2)nc1Cn1c(=O)cc(C)c2c(C)nn(-c3ccccc3)c21	3%	0%
Oc1cccc(CNC(c2ccccc2)c2ccccc2)c1	2%	5%
COc1cc(-c2nn3c(C(C)(C)C)nnc3s2)cc(OC)c1OC	-1%	-3%
COc1cccc(NC(=O)NC(C)c2ccc(Cl)s2)c1 (configuration not stated)	-10%	-4%
COc1cc(C2c3c(oc4ccc(C)cc4c3=O)C(=O)N2Cc2ccc(F)cc2)ccc1O (configuration not stated)	-6%	-4%

In a second layout: 4 of the compounds above.
CC1CCn2c(nc3cc(C(=O)NCc4ccccc4)ccc32)C1 (configuration not stated)
  AID inh: -7%
  UDG counter: -7%
CCOc1ccc(NC(=O)CN2C(=O)CCSc3ccc(S(=O)(=O)N4CCCC4)cc32)cc1
  AID inh: 11%
  UDG counter: 6%
COc1cccc(/C=C/C(=O)c2ccccc2C)c1OC
  AID inh: -14%
  UDG counter: -4%
CCn1cc(C(=O)N2CCN(c3ccc(C)cc3)C(C)C2)c(=O)c2cc(S(=O)(=O)N3CCCC3)ccc21 (configuration not stated)
  AID inh: -26%[57.5 µM]
  UDG counter: 2%[57.5 µM]

Continued:
SMILES	AID inh	UDG counter
CCC(C)n1c(SCc2nc3ccccc3o2)nc2ccccc2c1=O (configuration not stated)	-17%	-1%
COc1cccc(CNC(=O)Cn2cccc2C(=O)c2ccccc2)c1	-11%	-11%
O=C(Cn1nc(-c2cccs2)oc1=O)Nc1cccc(Cl)c1	0%	-8%
COc1cc(NC(=O)c2nnn(Cc3ccc(F)cc3)c2N)cc(OC)c1	?	-10%[57.5 µM]
CC(O)CNS(=O)(=O)c1ccc(Cl)c(C(=O)O)c1 (configuration not stated)	-3%	11%
COc1ccccc1NC(=O)C1=C(C)Nc2ncnn2C1c1cccn1C (configuration not stated)	22%	4%
Cc1cn(C)c(CC(=O)N2CCN(c3ccc(F)cc3)CC2)c1C(=O)O	27%	10%
O=C(/C=C/C(=O)OCCc1ccccc1)OCCc1ccccc1	-7%	4%
N#Cc1nc(COc2ccc(Cl)cc2)oc1N1CCCCC1	-13%	-2%
CC(=O)Nc1ccc2nc(-c3cc(C)ccc3C)[nH]c2c1	-16%	1%
O=c1oc2ccccc2cc1-c1cn2ccccc2n1	-5%	-5%
CCOc1ccc(/C=C/C(=O)c2ccc(Cl)cc2)cc1	-8%	4%
CC(C)c1ccc(C(=O)NN=C2CCC(c3ccccc3)CC2)cc1 (configuration not stated)	0%	5%
CN(C)c1ccc(C(=O)Nc2c(C(=O)NC(C)(C)C)oc3ccccc23)cc1	3%	-4%
Cc1ncc(CO)c2c1Oc1nc(-c3ccccc3F)nc(SCC(=O)N3CCCCC3)c1C2	0%	2%
CC(=O)OCc1cnc(C)c2oc(=O)c(C(=O)Nc3cc(F)ccc3C)cc12	-5%	-9%
CCC(C)Nc1nc2c(c(=O)n(C)c(=O)n2C)n1Cc1ccc(Cl)cc1 (configuration not stated)	-10%	1%
Cn1c(=O)n(C)c2cc(NS(=O)(=O)c3ccc(Cl)cc3)c(NCc3ccccc3)cc21	23%	?
CCc1nn(CC(=O)N2CCN(c3ccc(Cl)cc3)CC2)c(=O)c2cc3occc3n12	?	-15%
COc1cc(C(=O)NCc2coc(-c3cccs3)n2)ccc1OC(F)F	-1%	-9%
OC(C#CCN1CCOCC1)(c1ccccc1)C1CC1 (configuration not stated)	7%	8%
O=C(CCc1c[nH]c2ccccc12)OCC(=O)N1CCCC1=O	0%	-6%
Cc1cc(C)cc(NC(=O)Cn2c3ncccc3c(=O)n2-c2ccc(C)c(C)c2)c1	-10%	-1%
Cc1ccc(SCc2cc(=O)[nH]c(Nc3nc(C)c4ccccc4n3)n2)cc1	-8%	1%
CN(C)c1ccc(C(=O)N2CCC(Cc3ccccc3)CC2)cc1	-16%	-5%
Cc1ccc(-c2nnc(Nc3ccc(Cl)cc3)c3ccccc23)cc1S(=O)(=O)N1CCOCC1	?	-19%[57.5 µM]
COc1ccc(-c2[nH]nc3c2C(c2cccc(OC)c2)CC(=O)O3)cc1 (configuration not stated)	-3%	1%
COc1ccc(C)cc1Nc1nc(N)c(C(=O)c2cc(C)ccc2C)s1	-8%	13%
Cc1cccc(NC(=O)Cn2c(=O)c3cccn3c3ccccc32)c1C	-3%	5%[57.5 µM]
COc1ccc(C=O)cc1COc1ccc2c(c1)CCC2	-8%	6%
COc1ccc(Nc2nc(-c3ccc(C)c(C)c3)cs2)cc1	-12%	-7%
CCOC(=O)CCc1c(C)c2cc3c(c(C)c2oc1=O)OCN(CCc1ccccc1OC)C3	2%	0%
O=C(c1ccc([N+](=O)[O-])cc1)N1CCN(c2ccc(Nc3ccccc3)nn2)CC1	-16%	-7%
CCCCCn1c(CCC(=O)NCc2cccc(OC)c2)nc2c1c(=O)[nH]c(=O)n2CCCC	-11%	-11%
CN(C)S(=O)(=O)c1ccc2c(c1)N(CC(=O)N1CCCCC1)CCS2	25%	-8%
Cc1c(Cl)cccc1Nc1sc(C(=O)c2ccccc2)c(N)c1S(=O)(=O)c1ccccc1	-7%	?
O=C(NCCc1ccc(Cl)cc1)C(=O)NCC(c1ccco1)S(=O)(=O)c1ccc(Cl)cc1 (configuration not stated)	9%	24%
CCCN(CCC)C(=O)C(Cc1ccccc1)NS(=O)(=O)c1ccc2c(c1)c(=O)n(C)c(=O)n2C (configuration not stated)	-13%	-10%
NC(N)=N/N=C/C#Cc1ccccc1	5%	7%
CCOc1ccc(CCNC(=O)CCCc2nnc3n(CC)c(=O)c4sccc4n23)cc1OCC	26%	-1%
COC(=O)c1cc(-c2ccc(F)cc2)nc2onc(C)c12	-4%	-2%

An excerpt; the hit share may differ from the screen's.
